Compound activity: PubChem BioAssay, Broad Institute
FN deposition inh: inhibitors of fibronectin matrix deposition, primary screen, AH1F cells, Alexa488-fibronectin fluorescence, plate reader | 0.086% of 350,000 active | inhibition, % at 12.6 µM | AH1F fibroblasts, overnight;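 active = mean inhibition across replicates of 30% or more, regardless of how many single replicates reach that level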;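 note: positive control wells lacked labelled fibronectin entirely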
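Assay system: AH1F fibroblasts assembling fluorescent fibronectin matrix; Amount: 10000 AH1F cells per well; Buffer or medium: DMEM, 2% serum; Probe or stimulus: Alexa488-fibronectin, 24 nM final in well; Doses: single compound dose, delivered by pin transfer; Incubation: 1 h adhesion, overnight exposure; Measured by: fluorescence 485/525 nm; Read-out: fibronectin deposition inhibition.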
EWS-Fli block: EWS/Fli-driven NR0B1 reporter inhibitors, primary screen, A673 cells, NR0B1 luciferase, luminescence, MLPCN library; AID 651661, 2012; viability-normalised; inhibition, % at 12.6 µM; 0.67% of 350,000 active;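 active = mean inhibition of at least 50% after viability correction, with every replicate also passing that limit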;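 note: firefly luciferase signal divided by Alamar Blue viability fluorescence both relative to DMSO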
S100A4 MyoIIA: inhibitors of S100A4-myosin IIA peptide binding, primary screen, biochemical, fluorescence polarization, TAMRA-MyoIIA peptide; Protein S100-A4 (Homo sapiens), P26447; inhibition, % at 10.7 µM; 0.14% of 360,000 active; AID 652163, 2013;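 active = mean inhibition of at least 70% across replicates, with every replicate also reaching that level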
Target sequence (P26447 whole entry, looked up): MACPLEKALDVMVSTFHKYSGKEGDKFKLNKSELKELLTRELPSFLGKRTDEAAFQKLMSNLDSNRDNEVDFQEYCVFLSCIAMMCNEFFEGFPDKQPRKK
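Material: S100A4 monomer protein / Buffer or medium: 50 mM HEPES pH 7.2, 10 mM CaCl2, 100 mM KCl / Times: 5 min incubation before reading / Benchmarks: neutral control DMSO, positive control TFP / Reagent: labelled myosin peptide probe, 5 nM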
esBAF inh: Bmi1 luciferase reporter increase in mESCs, primary screen, esBAF inhibitor project, mouse ES cells, Bmi1 luciferase knock-in, single point | reporter increase, % at 12.5 µM | 2% of 350,000 active | AID 602393, 2012 | 24 h; 100% = twice the neutral-well signal; in the data active = activation above about 40%;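 note: 0% = median of the plate's neutral control wells and 100% = double that signal; a rise in the Bmi1 reporter signal indicates esBAF inhibition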
Xi reactivation: activators of inactive X chromosome reactivation, primary screen, imaging, XiGFP fibroblasts, GFP high-content imaging, set 2; XiGFP mouse fibroblasts, % GFP-positive cells imaging, 3 d; cells co-treated with 5-aza-dC sensitizer; scaled so ellipticine positive control = 100%; activation, % at 7.58 µM; 0.055% of 360,000 active; AID 743238, 2013;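 active = mean normalized replicate activation at least 10% and every replicate at or above 10%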;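 note: 0% = median of on-plate neutral control wells and 100% = ellipticine 6 µM median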
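assay system = SV40-immortalized XiGFP fibroblast cells, line 68-5-11 | buffer or medium = DMEM plus 5-aza-dC sensitizer | doses = single-point pinned compound dosing | times = 3-day compound exposure, then 15 min fixation at room temperature | benchmarks = positive control ellipticine, 6 µM final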
E-selectin induc: E-selectin induction in HUVECs, primary screen, imaging, HUVEC, immunofluorescence imaging, single point. P16581. normalized: neutral wells 0, TNF-alpha wells 100. activation, % at 7.58 µM. 0.37% of 260,000 active. AID 686992, 2013;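 active = mean E-selectin-positive cell signal at least 10% of the positive control, reached in at least 60% of replicates, without over 20% cell loss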;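 note: in these data hits start at about 27%; measured in HUVEC primary endothelial cells; signal is the percent of cells scored E-selectin positive by PE staining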
Target sequence (P16581 whole entry, looked up): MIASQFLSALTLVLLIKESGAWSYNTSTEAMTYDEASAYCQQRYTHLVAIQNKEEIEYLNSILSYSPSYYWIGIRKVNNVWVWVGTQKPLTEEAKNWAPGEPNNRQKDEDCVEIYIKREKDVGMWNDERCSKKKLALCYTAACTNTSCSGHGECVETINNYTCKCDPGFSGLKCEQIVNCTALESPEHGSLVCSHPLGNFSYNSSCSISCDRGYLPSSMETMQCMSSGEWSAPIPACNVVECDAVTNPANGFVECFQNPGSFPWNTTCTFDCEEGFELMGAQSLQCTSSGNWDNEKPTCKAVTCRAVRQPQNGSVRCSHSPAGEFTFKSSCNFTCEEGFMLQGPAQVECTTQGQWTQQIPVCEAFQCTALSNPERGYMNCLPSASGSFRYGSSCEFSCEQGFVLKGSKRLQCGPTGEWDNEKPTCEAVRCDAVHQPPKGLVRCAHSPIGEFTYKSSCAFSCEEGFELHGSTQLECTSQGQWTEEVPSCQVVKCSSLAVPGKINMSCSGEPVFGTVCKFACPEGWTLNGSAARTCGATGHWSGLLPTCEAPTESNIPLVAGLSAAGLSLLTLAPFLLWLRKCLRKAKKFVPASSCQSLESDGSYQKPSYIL
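assay system = HUVEC, human umbilical vein endothelial cells | input = 3,000 HUVEC seeded per well | medium = EGM-2 growth medium on 0.1% gelatin-coated wells | dosing = one compound dose added by pin transfer | signal = immunofluorescence imaging | read-out basis = % PE-positive cells | control set = TNF-alpha, DMSO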
RAD54 inh: inhibitors of human RAD54 branch migration, primary screen, biochemical, fluorescence, single point | DNA repair and recombination protein RAD54-like (Homo sapiens), Q92698 | 0.14% of 360,000 active | inhibition, % at 10.4 µM | RAD54 Holliday junction branch migration, FAM/BHQ fluorescence;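 active = mean normalized replicate activity at least 40 and at least half of replicates scoring 40 or more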;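 note: 0% = median of neutral control wells and 100% = median of positive control wells; inhibitors cause a drop in the FAM fluorescence signal; in these data hits start at about 50%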
RAD52 anneal inh: RAD52 DNA annealing inhibitors, primary screen, biochemical, FRET, single point, set 2 | DNA repair protein RAD52 homolog (Homo sapiens), P43351 | recombinant RAD52 DNA annealing, FRET fluorescence | inhibition, % at 18.7 µM | 0.46% of 360,000 active | AID 651710, 2012;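 active = every replicate showing at least 50% inhibition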
Numbers without * were called inactive; x = not tested or not shown.

SMILES	FN deposition inh	EWS-Fli block	S100A4 MyoIIA	esBAF inh	Xi reactivation	E-selectin induc	RAD54 inh	RAD52 anneal inh
COc1ccc(CCN(C)C(=O)CSc2nnc(C3CC3)n2N)cc1OC	1	2	-3	3	0.1	x	-6	-11
O=C(Nc1ccc2c(c1)[C@H]1C[C@H](CC(=O)N3CCOCC3)O[C@H](CO)[C@H]1O2)Nc1ccccc1F	-2	-17	-3	1	0.0	0.4	-2	-10
O=C(C[C@H]1C=C[C@H](NC(=O)c2ccncc2)[C@@H](CO)O1)NCCc1ccncc1	-6	4	18	1	0.7	0.2	1	7
O=C(COc1ccc(Cl)cc1Br)N1CCN(S(=O)(=O)c2ccccc2)CC1	4	8	-3	-7	-0.2	-0.6	0	-10
COc1ccc(/C=C2/C(=O)N(c3nc4ccccc4s3)N=C2CSc2ccc(Cl)cc2)cc1	0	13	-11	x	0.0	x	x	-23
C[C@@H]1CN([C@H](C)CO)S(=O)(=O)c2ccc(-c3ccc(F)cc3)cc2O[C@H]1CN(C)C(=O)C1CC1	-3	7	x	1	-0.3	-0.3	x	x
CCOC(=O)N1CCN(C(=O)CCc2ccc(S(=O)(=O)NCC(C)C)cc2)CC1	-4	10	4	-1	0.0	x	-7	-2
COc1cc(CNc2cccc(F)c2)cc(Br)c1O	x	18	-3	-7	x	x	-5	-12
COc1ccc(OC)c(CC(NC(C)=O)C(=O)NC2CCN(C(=O)c3cccc(C)c3)CC2)c1 (configuration not stated)	9	-7	10	-2	0.0	x	17	-14
CC(/C=N/NC(=O)c1cc(-c2cccn2C)n[nH]1)=C\c1ccccc1	3	-8	4	x	0.0	1.0	-2	-8
O=C(COC(=O)CNC(=O)c1ccccc1)NC12CC3CC(CC(C3)C1)C2	x	-3	0	-1	0.2	-1.3	-11	7
COc1cccc(S(=O)(=O)N(C)C[C@H]2Oc3cc(C4=CCCCC4)ccc3S(=O)(=O)N([C@@H](C)CO)C[C@@H]2C)c1	x	7	7	2	-0.6	-0.3	-10	6
CCn1cnc2c1c(=O)n(CC(=O)NCc1ccccc1)c(=O)n2Cc1ccccc1	3	2	8	-1	0.2	-0.2	-1	-18
CC(C)[C@H](NC(=O)c1ccco1)C(=O)OCC(=O)Nc1ccccc1OC(F)F	-37	0	-9	1	-0.1	-2.2	3	-16
COc1ccc(Cl)cc1NC(=O)COC(=O)C1CC1	1	-8	-3	-11	0.1	12	5	-14
COc1ccc(N(C)S(=O)(=O)c2cccc(C(=O)Nc3nc(C)cs3)c2)cc1	-8	0	2	4	0.0	x	2	-31
COc1ccc(-c2noc(CNC(=O)Nc3ccc(F)cc3)n2)cc1	-3	13	1	x	0.1	x	x	-14
Cc1ccc(CNC(=O)c2ccc(C)c(S(=O)(=O)N3CCCCC3)c2)cc1	8	-6	-9	9	0.0	x	4	-10
C[C@@H]1CN([C@H](C)CO)C(=O)c2cccc(NS(=O)(=O)c3cn(C)cn3)c2O[C@@H]1CN(C)CC1CC1	x	-9	11	-4	0.0	-0.5	-4	2
O=C(CNc1cccc(C(F)(F)F)c1)N/N=C/C1CCCCC1	8	11	0	1	0.0	0.5	6	-17
CO[C@H]1CN(C)C(=O)c2cc(NC(C)=O)ccc2OC[C@H](C)N(CC2CCCCC2)C[C@H]1C	-4	-6	x	1	0.0	0.0	0	x
COc1ccc(C(=O)Nc2ccnn2C2CCN(Cc3ccn[nH]3)CC2)cc1	10	7	0	-1	0.0	x	4	-1
COc1ccc(CCN(C)C(=O)c2c(C)nn(CC(C)C)c2Cl)cc1OC	4	0	-4	-5	0.1	x	5	-2
Cn1c(=O)[nH]c(=O)c2c1nc(N1CCOCC1)n2CCSc1nnnn1-c1ccccc1	3	9	-2	x	-0.5	x	-19	-2
Cc1ccccc1-c1cccc([C@@H]2C[C@H]3[C@H](CON3C)CN2Cc2cc(Cl)cc(Cl)c2)c1	-5	-5	2	-9	0.3	x	-2	-12

3 compounds out of the list above, sorted by the number in esBAF inh, ascending.
| SMILES | S100A4 MyoIIA | esBAF inh | RAD52 anneal inh |
| --- | --- | --- | --- |
| CCn1cnc2c1c(=O)n(CC(=O)NCc1ccccc1)c(=O)n2Cc1ccccc1 | 8 | -1 | -18 |
| O=C(C[C@H]1C=C[C@H](NC(=O)c2ccncc2)[C@@H](CO)O1)NCCc1ccncc1 | 18 | 1 | 7 |
| COc1ccc(CCN(C)C(=O)CSc2nnc(C3CC3)n2N)cc1OC | -3 | 3 | -11 |

Continued.
SMILES	FN deposition inh	EWS-Fli block	S100A4 MyoIIA	esBAF inh	Xi reactivation	E-selectin induc	RAD54 inh	RAD52 anneal inh
O=c1ccccn1Cc1ccccc1F	x	x	4	-3	x	x	1	-15
COc1cccc(N2CCN(C(=O)CN3C(=O)NC4(CCCC4)C3=O)CC2)c1	-1	x	4	x	0.3	x	10	-2
C#CC1CCCCC1NC(=O)Nc1cnccc1C(F)(F)F (configuration not stated)	4	10	6	-2	0.0	x	0	-14
O=C(Nc1ccccc1)C1=C[C@H](c2ccc3c(c2)OCO3)C[C@H](OCCCCO)O1	-6	-45	-3	48*	0.0	0.2	-7	-52
COCCNC(=S)N(C)[C@H]1C[C@H]2c3[nH]c4ccccc4c3CCN2C(=O)[C@H]1[C@H](C)O	3	-11	3	x	0.3	0.3	x	-7
C[C@@H]1CN([C@@H](C)CO)C(=O)c2c(c3ccccc3n2C)-c2ccccc2CO[C@H]1CN(C)Cc1cccc2c1OCCCO2	-15	17	-1	x	0.4	0.9	x	5
C[C@H](NC(=O)C[C@@H]1C=C[C@H](NS(=O)(=O)c2cccc(F)c2)[C@H](CO)O1)c1ccccc1	2	7	5	-7	0.6	-0.3	-10	10
COc1ccc2oc(C(=O)OC(C)C(=O)NC3(C#N)CCCCC3)c(C)c2c1 (configuration not stated)	6	-2	-4	3	0.0	-0.8	5	-13
O=C(NCc1ccccc1Cl)C1CCC(=O)N(C2CCCC2)C1 (configuration not stated)	-22	10	5	1	0.0	x	-4	1
CCn1ccc(=O)c2cc3c(cc21)OCO3	-4	-2	x	-4	0.0	1.8	-4	x
CCNCc1ccc(OCc2ccccc2F)c(OC)c1	x	-21	1	x	0.4	x	x	-8
COc1cccc(C#Cc2ccc3c(c2)O[C@@H](CN(C)C(=O)c2ccccn2)[C@H](C)CN([C@H](C)CO)S3(=O)=O)c1	-1	18	x	1	-0.4	-1.2	-3	x
C[C@@H]1CN([C@@H](C)CO)C(=O)Cc2cc(NS(=O)(=O)c3ccccc3)ccc2O[C@H]1CN(C)CC1CCCCC1	x	22	54	2	0.4	1.4	-7	9
CC1(C)CC(=O)c2cc(OCC(=O)NCc3cccnc3)ccc2O1	x	4	-8	0	x	x	-12	-2
Cc1cccc2nc(CSc3nc4ccccc4[nH]3)cn12	7	-45	-2	x	-0.1	-0.9	x	-11
CC(=O)NC(Nc1c(C)n(C)n(-c2ccccc2)c1=O)C(Cl)(Cl)Cl (configuration not stated)	-6	-6	-2	x	0.4	4.1	x	-10
O=C(NCC[C@H]1CC[C@@H](NS(=O)(=O)c2ccc(Cl)cc2)[C@@H](CO)O1)c1ccc2c(c1)OCO2	x	x	-46	7	-0.1	-2.1	-4	1
CCn1cnc2c1c(=O)n(CC(=O)NN)c(=O)n2Cc1ccccc1	10	-3	-11	1	0.0	0.0	-1	-60
COC(=O)Cc1sc(-c2ccccn2)nc1-c1ccccc1	2	x	x	2	0.0	x	-4	x
Cc1ccccc1NC(=O)COC(=O)C1=COCCO1	1	-1	-4	-2	0.2	x	8	-5
CC1=Nc2ccccc2/C1=C/c1sc(=N)n(-c2nccs2)c1O	x	x	6	-5	x	x	-6	-53
CO[C@H]1CN(C)C(=O)c2ccc(NS(=O)(=O)c3ccc(-c4ccccc4)cc3)cc2OC[C@@H](C)NC[C@H]1C	1	1	-2	3	-0.4	0.2	-4	16
CCCNC(=O)c1cc2c(c(-c3cccc(-c4ccc(C#N)cc4)c3)n1)[C@H](CCO)N(C(=O)CC)C2	2	x	23	x	-0.1	0.2	x	-10
CCCC(=O)N(CCc1ccc(OC)cc1)Cc1nc2ccccc2c(=O)[nH]1	x	-7	-5	2	x	x	-8	-28
COc1cc2c(=O)n(CC3CCCO3)c(=O)n(CC(=O)Nc3ccc(F)cc3F)c2cc1OC (configuration not stated)	10	0	5	-1	-0.2	0.1	-8	0
COc1ccc(-c2[nH]ncc2CN2CCCN(C(=O)c3ccco3)CC2)cc1F	3	4	2	1	0.1	1.1	5	-2
CCN(C[C@H]1N[C@@](C)(C(=O)OC)[C@H]2C(=O)N(C)C(=O)[C@@H]12)C(=O)COC	-7	-1	-4	-5	0.1	-0.3	-5	3
COCC(=O)N1[C@@H]2CN(C(=O)c3ccncc3)c3ccccc3[C@@H]2[C@@H]1CO	x	-1	x	-2	0.0	0.1	-14	x
CCn1cc(C(=O)N[C@@H](CCSC)C(=O)NCCCO)c(=O)c2cc3c(cc21)OCO3	9	-6	-3	x	0.0	-0.2	x	-5
Cc1nc2sccn2c(=O)c1S(=O)(=O)NCC(C)c1ccccc1 (configuration not stated)	-1	4	-4	0	-0.1	-0.6	-10	-11

Six compounds drawn at random from the list so far, as already listed:
SMILES	FN deposition inh	EWS-Fli block	S100A4 MyoIIA	esBAF inh	Xi reactivation	E-selectin induc	RAD54 inh	RAD52 anneal inh
COCC(=O)N1[C@@H]2CN(C(=O)c3ccncc3)c3ccccc3[C@@H]2[C@@H]1CO	x	-1	x	-2	0.0	0.1	-14	x
C[C@H](NC(=O)C[C@@H]1C=C[C@H](NS(=O)(=O)c2cccc(F)c2)[C@H](CO)O1)c1ccccc1	2	7	5	-7	0.6	-0.3	-10	10
O=C(Nc1ccccc1)C1=C[C@H](c2ccc3c(c2)OCO3)C[C@H](OCCCCO)O1	-6	-45	-3	48*	0.0	0.2	-7	-52
CC(=O)NC(Nc1c(C)n(C)n(-c2ccccc2)c1=O)C(Cl)(Cl)Cl (configuration not stated)	-6	-6	-2	x	0.4	4.1	x	-10
C[C@@H]1CN([C@@H](C)CO)C(=O)c2c(c3ccccc3n2C)-c2ccccc2CO[C@H]1CN(C)Cc1cccc2c1OCCCO2	-15	17	-1	x	0.4	0.9	x	5
CCn1cc(C(=O)N[C@@H](CCSC)C(=O)NCCCO)c(=O)c2cc3c(cc21)OCO3	9	-6	-3	x	0.0	-0.2	x	-5

esBAF inh: entries above that show a hit.
SMILES	S100A4 MyoIIA	esBAF inh	RAD52 anneal inh
O=C(Nc1ccccc1)C1=C[C@H](c2ccc3c(c2)OCO3)C[C@H](OCCCCO)O1	-3	48*	-52
